# TGFb inhibitor: inhibitors of TGF-b signaling; HepG2 CAGA-GFP TGF-b/SMAD3 reporter, GFP fluorescence, 18 h; TGF-beta stimulated, 500 pg/mL final; Potency, µM (series often up to 46.1 µM), for inactives: at the top dose activity, negative = inhibition, hits mostly inhibitors; 1.2% of 410,000 active; AID 588855; further: on the % scale 0 is the no-effect control and ±100 the full control effect; nearly all actives have a fitted effect of over 65% in size
#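 Read-out: total well GFP (ex488/em500-530) summed from mean per-cell fluorescence. Cells: HEPG2 CAGA-GFP, 1% FBS DMEM, 18 h at 37 degrees C with 500 pg/mL final TGF-beta. Unstimulated wells served as the full-inhibition control; stimulated DMSO wells = 0%.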
# A549 viability: kills or reduces viability of A549 cells in Nrf2 counter-screen; A549 ARE-Fluc cells, CellTiter-Fluor viability, 18-24 h; AID 504648; 0.16% of 390,000 active; Potency, µM (top dose mostly 46 µM), for inactives: at the top dose activity change, negative = cytotoxicity, hits mostly inhibitors; further: on the % scale 0 is the no-effect control and ±100 the full control effect
#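 A549 ARE_Fluc cells in 5% FBS OPTI-MEM were exposed to compounds in concentration-response for 18-24 h at 37 deg C. Viability was read by CellTiter-Fluor fluorescence (Ex 405/Em 525) after 30 min, before the luciferase read.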
# HepG2 tox: counter-screen for TGF-b inhibitors: cytotoxicity in HepG2 cells; HepG2 CAGA-GFP viability, ATP luminescence, 18 h; 0.76% of 410,000 active; Potency, µM (highest dose often 46.1 µM), for the others: top-dose activity change, negative = cytotoxicity, hits mostly cytotoxic; further: some results filed as inactive show a strong effect at the top dose
#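 HepG2 CAGA-GFP cells (1000/well, DMEM with 1% FBS) received compound, then TGF-beta at 500 pg/mL final, and were incubated 18 hours at 37 degrees C. Viability was read by CellTiter-Glo luminescence. Media-only wells were set as complete cell-killing and DMSO as no toxicity.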
# Nrf2 inh: Nrf2 pathway inhibition | A549 ARE-Fluc reporter, luciferase luminescence, 18-24 h | AID 504444 | Potency, µM (highest dose often 46 µM), inactives show at the top dose activity change, negative = inhibition, actives largely listed as inhibitors | 2.1% of 360,000 active; further: on the % scale 0 is the no-effect control and ±100 the full control effect; nearly all actives have a fitted effect of over 60% in size
#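 In this cell-based qHTS, ARE-driven firefly luciferase in A549 cells reports Nrf2 activity; the luminescent signal after BugLite lysis is the measured value, with a prior CellTiter-Fluor read for cell health.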
# Active calls of the source: *; ? = inconclusive; · = no result given; [ ] = another dose, or the depositor's remark. The call rests on the fitted dose curve; in most records, active means well fitted curve in the direction sought with a large enough effect; inconclusive means small, poorly fitted or top-dose-only effect, or another doubt; inactive means no such curve, though single readings can be large; an effect the other way counts as inactive or inconclusive. Potency means the concentration at half of the fitted maximal effect.
nr	compound	TGFb inhibitor	A549 viability	HepG2 tox	Nrf2 inh
1	O=C1CN(S(=O)(=O)c2ccc3c(c2)OCCO3)CCN1S(=O)(=O)c1c(F)cccc1F	·	-5%	·	17%
2	COc1cc(CNc2ncnc3ccc(-c4c(C)noc4C)cc23)cc(OC)c1OC	·	2%	·	-15%
3	CN(Cc1cccs1)c1ncnc2ccc(-c3ccc4cnn(C)c4c3)cc12	·	?	·	-13%
4	Cc1noc(C)c1-c1ccc2ncnc(NC(C)c3ccccc3)c2c1 (stereo unspecified)	·	6%	·	23µM*
5	CCOc1ccc(NC(=O)CSc2nnc3c(n2)[nH]c2ccc(S(=O)(=O)N(C)C)cc23)cc1	·	-4%	·	4%
6	Cc1ccccc1S(=O)(=O)N1CCN(S(=O)(=O)c2ccc3c(c2)OCCO3)CC1	·	-3%	·	-9%
7	OC(c1ccccc1)(c1ccccc1)c1cnc2ccccn12	·	-3%	·	-14%
8	COc1ccc2nc(-c3ccc(N(C)C)cc3)sc2c1	·	?	·	0.33µM*
9	Cc1cc2c(s1)c1cnn(Cc3cc(F)c(F)cc3F)c(=O)c1n2C	·	-1%	·	6%
10	CC(=O)N1CCN(c2ccc(NS(=O)(=O)c3ccc4c(c3)CC(=O)N4)cc2)CC1	·	0%[92.2 µM]	·	22%[92.2 µM]
11	Cc1cccc(S(=O)(=O)N2CCN(S(=O)(=O)c3ccc4c(c3)OCCO4)CC2)c1	·	12%	·	4%
12	O=c1c2ccccc2nc(-c2ccccc2O)n1Cc1ccccc1	·	1%	·	13%
13	O=[S+]([O-])(c1ccc2c(c1)OCCO2)N1CCN([S+](=O)([O-])c2ccc(F)cc2Cl)CC1	·	1%	·	-20%
14	O=S1(=O)N=C(Oc2cccc(C(F)(F)F)c2)c2ccccc21	·	2%	·	5%
15	O=[S+]([O-])(c1c(F)cccc1F)N1CCN([S+](=O)([O-])c2cccc3nonc23)CC1	·	-2%	·	14%
16	COc1ccc(-c2nc3ccc(Cl)cc3c(=O)n2Cc2ccccc2)cc1COc1ccc(NC(C)=O)cc1	·	6%	·	-7%
17	Cc1ccc(S(=O)(=O)N2CCN(c3nc(-c4ccncc4)nc4ccccc34)CC2)cc1	·	1%	·	1%
18	O=C1SC(Nc2ccccc2)C(=O)N1c1ccccc1 (stereo unspecified)	·	5%	·	?
19	Cc1c(P(=S)(c2ccccc2)c2ccccc2)c2ccccc2n1C(=O)NCc1ccccc1	·	-2%	·	-14%
20	COc1cccc(C)c1NC(=O)C(OC(=O)CNC(=O)c1ccccc1)c1ccccc1 (stereo unspecified)	·	0%	·	17%
21	Cc1noc(C)c1-c1ccc2ncnc(NCC3CCN(C)CC3)c2c1	·	3%	·	16%
22	O=C1CCc2cc(S(=O)(=O)Nc3cccnc3)ccc2N1	·	5%	·	27%
23	COc1ccc(C2Nc3ccccc3C(=O)N2Cc2ccccc2)cc1COc1cccc(Cl)c1 (stereo unspecified)	·	3%	·	-12%
24	O=[S+]([O-])(c1ccc2c(c1)OCCO2)N1CCN([S+](=O)([O-])c2cc(Cl)ccc2F)CC1	·	0%	·	-8%
25	O=[S+]([O-])(c1cc2ccccc2o1)N1CCN([S+](=O)([O-])c2c(F)cccc2F)CC1	·	-3%	·	-11%
26	O=C(CNC(=O)c1ccccc1Cl)OC(C(=O)Nc1cc(C(F)(F)F)ccc1Cl)c1ccccc1 (stereo unspecified)	·	2%	·	-41%
27	COc1ccc(C(=O)N(Cc2cccs2)Cc2cccs2)c(O)c1	·	2%	·	24%
28	O=C(O)c1ccccc1OC1=NS(=O)(=O)c2ccccc21	·	-2%	·	14%
29	CSc1cc2c(s1)c1cnn(Cc3cccc(O)c3)c(=O)c1n2C	·	-20%	·	?
30	Cc1ccc(NS(=O)(=O)c2ccc3c(c2)CCO3)cc1C	·	-1%	·	?
31	O=C(O)c1cc(F)c(S(=O)(=O)N2CCN(S(=O)(=O)c3ccc4c(c3)OCCO4)CC2)cc1F	·	-3%	·	?
32	O=S(=O)(c1ccc2c(c1)OCCO2)N1CCN(S(=O)(=O)c2c(F)ccc(O)c2F)CC1	·	7%	·	-12%
33	Oc1ccc(/C=C/c2ccccc2F)c2cccnc12	·	?	·	-16%
34	NCCCN(Cc1ccccc1)c1ccc(Br)cn1	·	10%	·	?
35	Cc1ccc(NS(=O)(=O)c2ccc(-c3ccccc3)cc2)cc1C	·	11%	·	?
36	O=C1CCCC2=C1C(c1ccccc1Cl)N=C(Nc1nc3ccccc3o1)N2 (stereo unspecified)	·	-1%	·	-7%
37	O=S(=O)(c1ccc2c(c1)OCCO2)N1CCN(S(=O)(=O)c2ccc(F)cc2F)CC1	·	2%	·	7%
38	O=C1CCc2cc(S(=O)(=O)Nc3ccc(F)c(Cl)c3)ccc2N1	·	8%	·	?
39	O=C(CNC(=O)C1CCCCC1)OC(C(=O)Nc1cc(C(F)(F)F)ccc1Cl)c1ccccc1 (stereo unspecified)	·	4%	·	-11%
40	O=C(OCC#CCSc1nnc(-c2cccc3ccccc23)o1)C1CC1	·	0%	·	-5%
41	N#Cc1nc(Nc2ccc(F)cc2)nc(NC2CCCC2)n1	·	-16%	·	-13%
42	CC(C)(C)OC(=O)Nc1ncnc2c1C(c1ccccc1)c1c(ccc3ccccc13)O2 (stereo unspecified)	·	0%	·	4%
43	O=C1c2ccccc2C(=O)N1c1ccccc1O	·	2%	·	-9%
44	N#Cc1ccc(C(=O)NCC(=O)OC(C(=O)Nc2cc(C(F)(F)F)ccc2Cl)c2ccccc2)cc1 (stereo unspecified)	·	17%	·	9%
45	N#CN1CCC(N[S+](=O)([O-])c2cccc(F)c2)CC1	·	1%	·	12%
46	O=P(c1ccccc1)(c1ccccc1)c1cnc2ccccn12	·	0%	·	-17%
47	CN1CCOc2cc(S(=O)(=O)N3CCN(c4nc(-c5cccs5)nc5ccccc45)CC3)ccc21	·	3%	·	2%
48	Cc1ccc(S(=O)(=O)N2CCN(c3nc(-c4cnccn4)nc4ccccc34)CC2)cc1	·	2%	·	-11%
49	COc1ccc(NC(=O)CSc2nnc3c(n2)[nH]c2ccc(S(=O)(=O)N(C)C)cc23)c(OC)c1	·	-2%	·	-8%
50	CC(=O)Nc1cccc(OCc2cccc(C3Nc4ccccc4C(=O)N3Cc3ccco3)c2)c1 (stereo unspecified)	·	-15%	·	?
51	Cc1ccc(S(=O)(=O)N2CCN(c3nc(-c4ccc(C)s4)nc4ccccc34)CC2)cc1	·	0%	·	-3%
52	Cc1cc2c(s1)c1cnn(Cc3c(F)ccc(C)c3F)c(=O)c1n2C	·	0%	·	-13%
53	CC(=O)Nc1ccc(S(=O)(=O)N2CCN(S(=O)(=O)c3c(F)cccc3F)CC2)cc1	·	8%	·	3%
54	N#Cc1c2c(c(Cl)n3c1nc1ccccc13)CCCC2	-3%	·	-7%	·
55	N/C(=C\c1ccccc1)c1ccncc1	8%	·	11%	·
56	CC[N+]1(CC(=O)c2ccc(Br)cc2)CCCCC1	-5%	·	-20%	·

# The results go on.
nr	compound	TGFb inhibitor	A549 viability	HepG2 tox	Nrf2 inh
57	CC(C)(C)n1ncc2c(=O)n(Cc3ccc(Cl)c(F)c3)cnc21	10%	·	5%	·
58	O=S1(=O)CCO[C@H]2CCCC[C@@H]2N1Cc1cccc(F)c1	14%	·	-2%	·
59	Cc1cnc2ccccc2c1/C=C/c1ccc(N)cc1	-18%	·	-28%	·
60	Cc1nc2ccccc2nc1C	1%	·	3%	·
61	CCCCCCCCN1[C@@H](CC(C)=O)c2ccc(/C=C/C(C)=O)cc2S1(=O)=O	?	·	-16%	·
62	COc1ccc(OC)c(/C=C/c2cc3ccccc3c[n+]2C)c1	-5%	·	-70%	·
63	CC(C)Oc1ccc(-c2nc(-c3cccnc3)no2)cc1	28%	·	-24%	·
64	CC(C)(C)n1ncc2c(=O)n(Cc3ccccc3C(F)(F)F)cnc21	6%	·	-3%	·
65	C1=Cc2ccccc2/C1=C\c1cccc(/C=C2\C=Cc3ccccc32)c1	?	·	-97%	·
66	O=S1(=O)CCOC[C@H](c2ccccc2)N1Cc1ccc(F)cc1	-23%	·	-15%	·
67	Nc1nc(N)c(-c2ccccc2)s1	3%	·	19%	·
68	COc1ccc(C(=O)C[n+]2ccc(Cl)c3ccc(Cl)cc32)cc1	0%	·	7%	·
69	CC[n+]1c2ccccc2cc2ccccc21	18%	·	-6%	·
70	CCCCc1ccc(NC(=O)COC(=O)c2ccccc2OCC(=O)Nc2ccc(Br)cc2)cc1	12%	·	0%	·
71	CN(C)c1ccc(C2CCc3ccccc3N2C(=O)c2ccccc2)cc1 (stereo unspecified)	-12%	·	-19%	·
72	O=[N+]([O-])c1ccc2c(c1)C=C/C2=C/c1ccccc1	?	·	-36%	·

# 19 compounds already listed, sorted by molar mass, ascending:
nr	compound	TGFb inhibitor	A549 viability	HepG2 tox	Nrf2 inh
60	Cc1nc2ccccc2nc1C	1%	·	3%	·
67	Nc1nc(N)c(-c2ccccc2)s1	3%	·	19%	·
55	N/C(=C\c1ccccc1)c1ccncc1	8%	·	11%	·
69	CC[n+]1c2ccccc2cc2ccccc21	18%	·	-6%	·
72	O=[N+]([O-])c1ccc2c(c1)C=C/C2=C/c1ccccc1	?	·	-36%	·
59	Cc1cnc2ccccc2c1/C=C/c1ccc(N)cc1	-18%	·	-28%	·
63	CC(C)Oc1ccc(-c2nc(-c3cccnc3)no2)cc1	28%	·	-24%	·
54	N#Cc1c2c(c(Cl)n3c1nc1ccccc13)CCCC2	-3%	·	-7%	·
56	CC[N+]1(CC(=O)c2ccc(Br)cc2)CCCCC1	-5%	·	-20%	·
58	O=S1(=O)CCO[C@H]2CCCC[C@@H]2N1Cc1cccc(F)c1	14%	·	-2%	·
65	C1=Cc2ccccc2/C1=C\c1cccc(/C=C2\C=Cc3ccccc32)c1	?	·	-97%	·
57	CC(C)(C)n1ncc2c(=O)n(Cc3ccc(Cl)c(F)c3)cnc21	10%	·	5%	·
68	COc1ccc(C(=O)C[n+]2ccc(Cl)c3ccc(Cl)cc32)cc1	0%	·	7%	·
71	CN(C)c1ccc(C2CCc3ccccc3N2C(=O)c2ccccc2)cc1 (stereo unspecified)	-12%	·	-19%	·
52	Cc1cc2c(s1)c1cnn(Cc3c(F)ccc(C)c3F)c(=O)c1n2C	·	0%	·	-13%
61	CCCCCCCCN1[C@@H](CC(C)=O)c2ccc(/C=C/C(C)=O)cc2S1(=O)=O	?	·	-16%	·
53	CC(=O)Nc1ccc(S(=O)(=O)N2CCN(S(=O)(=O)c3c(F)cccc3F)CC2)cc1	·	8%	·	3%
51	Cc1ccc(S(=O)(=O)N2CCN(c3nc(-c4ccc(C)s4)nc4ccccc34)CC2)cc1	·	0%	·	-3%
70	CCCCc1ccc(NC(=O)COC(=O)c2ccccc2OCC(=O)Nc2ccc(Br)cc2)cc1	12%	·	0%	·

# Going on with the list.
nr	compound	TGFb inhibitor	A549 viability	HepG2 tox	Nrf2 inh
73	CC(=O)c1c(C)[nH]c2ccc(OCC(O)CNCCc3ccccc3)cc12 (stereo unspecified)	-3%	·	-7%	·
74	CC[N+](C)(C(=O)O)/C(=C\c1ccccc1)c1ccnc2ccccc12 (stereo unspecified)	31%	·	2%	·
75	NC1CCc2ccc([N+](=O)[O-])cc21 (stereo unspecified)	-3%	·	-7%	·
76	Nc1c(Cl)cc(C=O)cc1Cl	6%	·	0%	·
77	Cc1[nH]c2ccccc2c1/C=C/c1c(C)[nH]c2ccccc12	6.3µM*	·	-48%	·
78	O=S1(=O)CCOCCCN1Cc1cccc(Cl)c1	1%	·	2%	·
79	C=C1C=C(C(F)F)n2ncc(C(=O)NCc3ccc(Cl)cc3)c2N1	2%	·	-2%	·

# Source: PubChem BioAssay (National Center for Advancing Translational Sciences (NCATS))

# Not all compounds are listed, so the mix of outcomes need not match the whole.
